Assay outcomes: PubChem BioAssay, National Center for Advancing Translational Sciences (NCATS)
FBPA coupling cs = counter-screen for Giardia aldolase inhibitors: coupling enzyme system | 290,000 tested, 0.67% active | AID 2472 | activity change, negative = inhibition, % at 58.2 µM, hits read low | coupling enzyme system counterscreen, AmpLite Red fluorescence; in the data active means activity change below about -30%; further: on the % scale 0 is the no-effect control and ±100 the full control effect
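Fluorescence at 525 nm excitation and 598 nm emission measured inhibition of the coupled detection system without aldolase. Compounds (at 57.5 uM final) were preincubated 10 min at room temperature with coupling enzyme reagent before a 20 min substrate/AmpLite Red step.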
BCR signal inh = inhibitors of chronic active B-cell receptor signaling. ABC-DLBCL IkBa-CBG/CBR reporter, luminescence ratio, 4 h. Potency, µM (doses to about 46.1 µM), without a hit: at the highest dose ratio change, negative = lower green/red ratio, actives largely listed as inhibitors. AID 493014. 340,000 tested, 0.05% active; active means well fitted inhibition curve with a large enough effect in the signal ratio, with a control signal flat, not every such curve was filed as active; inconclusive means small, poorly fitted or top-dose-only effect, or effect the other way, or a change in a side signal; the % refers to the signal ratio;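 further: potency means the concentration at half of the fitted maximal effect; plate controls were basal doxycycline-induced cells for no effect and cells given 10 µM MG132 for full effect; MG132 reads +100%, hits lower the ratio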
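Concentration-response series (up to 46 uM) were applied to TMD8 dual-reporter cells for 4 h at 37C with doxycycline. Green/red ratio, after filter-overlap correction, defined %Activity; red signal alone was normalised to basal cells and zero luminescence.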
PKM2 act = increases activity of human pyruvate kinase M2. P14618. 260,000 tested, 0.34% active. Potency, µM (series often up to 57.5 µM), for inactives: at the top dose activation, usual class: activators. purified PKM2, Kinase-Glo ATP luminescence, activation; response scale: 0% is enzyme alone, no compound; further: potency means the concentration at half of the fitted maximal effect; on the % scale 0 is the no-effect control and ±100 the full control effect; nearly all actives have a fitted effect of over 55% in size
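hPK-M2, >95% pure; 0.1 mM ADP / 0.5 mM PEP final; imidazole pH7.2 buffer w/ 7 mM MgCl2, 50 mM KCl; 1 h RT; Kinase-Glo lum. Intermediate enzyme activity for dual inhibitor/activator qHTS.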
ASM inhibitor = inhibitors of human secretory acid sphingomyelinase; placental ASM, HMU-PC fluorogenic substrate, 60 min; AID 504937; 340,000 tested, 0.006% active; Potency, µM (titrated, usually from 57.5 µM), inactives show at the top dose activity change, negative = inhibition, hits mostly inhibitors; P17405; further: potency means the concentration at half of the fitted maximal effect
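qHTS format. ASM enzyme prepared from human placenta hydrolyses the fluorogenic substrate HMU-PC0 (9 uM final) over 60 min at 37 °C after a 10 min compound preincubation.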
Menin MLL FP TR = menin-MLL binding inhibition, Texas Red mutant peptide. O00255. Menin + Texas Red MLL mutant peptide, fluorescence polarization. Potency, µM (highest dose often 61.6 µM), for inactives: top-dose FP activity change, negative = inhibition, actives largely listed as inhibitors. 270,000 tested, 0.23% active; active means well fitted inhibition curve with a large enough effect in the polarisation, with a control signal flat, not every such curve was filed as active; inconclusive means small, poorly fitted or top-dose-only effect, or effect the other way, or a change in a side signal; inactive means no such curve, though single readings can be large or run the other way; the % refers to the polarisation; further: potency means the concentration at half of the fitted maximal effect; % of control where 0% means no effect; many of its hits are not listed in these tables
Target sequence (O00255 whole entry, looked up): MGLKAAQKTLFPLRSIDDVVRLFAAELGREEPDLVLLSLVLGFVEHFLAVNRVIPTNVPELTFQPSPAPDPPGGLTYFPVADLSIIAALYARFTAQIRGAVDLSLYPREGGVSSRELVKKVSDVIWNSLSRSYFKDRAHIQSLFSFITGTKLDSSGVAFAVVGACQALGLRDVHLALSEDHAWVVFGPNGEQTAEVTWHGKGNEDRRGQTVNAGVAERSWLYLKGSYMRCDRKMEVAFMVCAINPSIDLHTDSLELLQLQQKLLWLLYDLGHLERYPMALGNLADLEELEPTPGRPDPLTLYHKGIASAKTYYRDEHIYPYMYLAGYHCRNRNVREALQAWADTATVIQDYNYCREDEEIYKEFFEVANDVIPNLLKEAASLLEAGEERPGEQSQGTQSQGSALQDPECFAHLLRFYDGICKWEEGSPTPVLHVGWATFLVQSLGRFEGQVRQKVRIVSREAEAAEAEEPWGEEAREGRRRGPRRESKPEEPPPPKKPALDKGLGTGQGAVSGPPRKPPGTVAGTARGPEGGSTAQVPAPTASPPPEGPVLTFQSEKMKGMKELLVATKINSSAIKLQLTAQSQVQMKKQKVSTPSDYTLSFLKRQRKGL
B2AR arrestin = agonists driving beta-arrestin recruitment to human beta2-adrenergic receptor; P07550; beta-arrestin recruitment to beta2AR, cell-based reporter; Potency, µM (doses to about 46.1 µM), for the others: at the highest dose activation, hits mostly activators; 330,000 tested, 0.02% active; AID 492947;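 further: potency means the concentration at half of the fitted maximal effect; 0% = DMSO controls and full agonism = EC100 isoproterenol or metaproterenol; nearly all actives have a fitted effect of over 65% in size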
Tb PFK inh = inhibitors of T. brucei phosphofructokinase; 330,000 tested, 0.17% active; T. brucei PFK, ADP-Glo luminescence; Potency, µM (top dose mostly 57.5 µM), for the others: at the top dose activity, negative = inhibition, most hits filed as inhibitors; O15648;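 further: potency means the concentration at half of the fitted maximal effect; 0% = uninhibited 1x PFK enzyme wells and -100% = no-enzyme wells; nearly all actives have a fitted effect of over 60% in size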
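Compounds were pin-transferred as a titration series up to 57 uM into substrate buffer (0.5 mM F6P, 0.1 mM ATP, pH 8.0), then 1.25 nM PFK was added and reactions ran 45 min before ADP-Glo detection.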
Integrin act MD = activates integrin-mediated alleviation for muscular dystrophy; Potency, µM (titrated, usually from 38.3 µM), without a hit: at the top dose activation, hits mostly activators; AID 624291; 350,000 tested, 0.064% active; alpha7betagal myoblasts, beta-gal FDG fluorescence, 48 h;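 further: potency means the concentration at half of the fitted maximal effect; 100% = response of the positive control SU9516; nearly all actives have a fitted effect of over 60% in size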
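Alpha7betagal+/- myoblasts (passage 13) were plated 16-24 hr, then exposed to compounds (1:260 dilution of DMSO stock) for 48 hours at 37C. After MPER lysis, β-galactosidase reporter activity was read as FDG fluorescence (ex 480/em 540) after 30 minutes.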
TSG101-PTAP inh = blocks PTAP/TSG101 interaction to inhibit HIV-1 budding; Fluorescence polarization, FITC-PTAP peptide / Tsg101 binding; Potency, µM (doses to about 115 µM), inactives show at the highest dose activity change, negative = inhibition, usual class: inhibitors; 340,000 tested, under 10 active; Q99816; active means well fitted inhibition curve with a large enough effect in the main read-out, with a control signal flat, not every such curve was filed as active; inconclusive means small, poorly fitted or top-dose-only effect, or effect the other way, or a change in a side signal; inactive means no such curve, though single readings can be large or run the other way; further: potency means the concentration at half of the fitted maximal effect; % of control where 0% means no effect
Target sequence (Q99816 whole entry, looked up): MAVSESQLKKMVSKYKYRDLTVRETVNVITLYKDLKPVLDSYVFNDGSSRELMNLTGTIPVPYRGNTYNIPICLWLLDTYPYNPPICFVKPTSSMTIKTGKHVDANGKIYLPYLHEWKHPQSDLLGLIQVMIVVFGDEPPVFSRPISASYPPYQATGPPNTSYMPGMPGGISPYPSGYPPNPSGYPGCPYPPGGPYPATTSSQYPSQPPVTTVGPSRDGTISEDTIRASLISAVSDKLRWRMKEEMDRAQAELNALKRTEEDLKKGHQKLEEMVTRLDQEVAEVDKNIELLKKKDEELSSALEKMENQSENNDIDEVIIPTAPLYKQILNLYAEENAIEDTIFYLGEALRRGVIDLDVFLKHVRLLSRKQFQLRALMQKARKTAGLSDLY
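Tsg101 binding domain (10 uM final) was mixed with compound and a FITC-labeled PTAP peptide (50 nM final) in HEPES pH 7.5 buffer with NaCl, Tween 20, EDTA and TCEP; fluorescence polarization was read after 20 min at r.t.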
Giardia killer = kills Giardia lamblia; Giardia lamblia trophozoite viability; activity change, % at 7.66 µM, hits read low; 340,000 tested, 0.15% active; AID 540267; in the data active means activity change below about -80%; inconclusive means between about -30% and that limit;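 further: parasites exposed to compound for two days anaerobically before the ATP read; on the % scale 0 is the no-effect control and ±100 the full control effect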
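Trophozoite viability was measured as ATP-dependent luminescence, read 15-30 min after reagent addition. Before that, parasites at 100 cells/well were exposed to compounds for 48 h, anaerobically, at 37 deg C.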
GALK inh = galactokinase (human) inhibition; Purified GALK, Kinase-Glo residual ATP luminescence; Potency, µM (titrated, usually from 57.5 µM), for the others: top-dose activity change, negative = inhibition, most hits filed as inhibitors; 270,000 tested, 0.007% active; AID 1868; further: potency means the concentration at half of the fitted maximal effect; on the % scale 0 is the no-effect control and ±100 the full control effect
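Galactose (100 uM) and ATP (35 uM) were turned over by 5 nM GALK for 1 h at RT. Kinase-Glo Plus then converted the remaining ATP into a luminescent signal.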
Numbers without * were called inactive; ? = inconclusive; nt = not tested or not shown; [ ] = dose if it differs, or a comment. Unless noted, the call rests on the fitted dose curve; in most records, active means well fitted curve in the direction sought with a large enough effect; inconclusive means small, poorly fitted or top-dose-only effect, or another doubt; inactive means no such curve, though single readings can be large; an effect the other way counts as inactive or inconclusive. Some of the compounds tested. The share of hits here may be higher or lower than overall.

The line under a structure holds: Integrin act MD	PKM2 act	Giardia killer	TSG101-PTAP inh	BCR signal inh	Tb PFK inh	ASM inhibitor	GALK inh	B2AR arrestin	Menin MLL FP TR	FBPA coupling cs
> Cc1nnc2ccc(N3CCN(c4ccccn4)CC3)nn12
 : 24.4%	5.0%	48.2[activator]	-0.5%	?	-0.5%	0.4%	2.1%	0.4%	0.1%	3.0
> O=C(Cn1cc(C(=O)c2ccco2)c2ccccc21)Nc1ccccc1
 : -22.7%	11.4%	-4.0	-4.8%	7.4%	1.9%	-10.1%	-1.9%	0.0%	nt	-0.1
> CN(C)CCN1C(=O)C(=O)/C(=C(/O)c2ccc(S(=O)(=O)N3CCOCC3)cc2)C1c1ccc(Br)cc1 (stereo unspecified)
 : ?	0.9%	-4.0	-0.3%	8.1%	-0.1%	-1.7%	2.1%	-0.3%	nt	nt
> COC(=O)c1cc(COc2ccc3ccc(=O)oc3c2)c(C)o1
 : 11.0%	7.0%	-9.0	-4.3%	-13.0%	-5.0%	65.1%[activator]	0.3%	-0.2%	5.1%	0.9
> CCOCCCNC(=O)CSc1nc2nc(C)c(Cc3ccccc3)c(C)n2n1
 : 37.3%	8.0%	-13.5	-2.3%	-0.5%	-2.9%	0.4%	-1.4%	0.5%	-14.6%	5.1
> Cc1cc(C)nc(CCNC(=O)c2cc(COc3ccc(F)cc3F)on2)n1
 : -9.3%	-2.0%	-10.7	-0.4%	-3.0%	0.8%	2.4%	7.6%	-0.2%	0.1%	-3.8
> CCOC(=O)C1=CC[C@@H](c2cc3cc(OC)ccc3n2C)N(S(=O)(=O)c2ccc(C)cc2)[C@H]1C(=O)OCC
 : 12.9%	nt	6.1	2.4%	-1.0%	5.2%	2.8%	nt	-0.2%	nt	nt
> Cc1ccc(CCC(=O)Nc2ccc([N+](=O)[O-])cc2Cl)o1
 : -10.6%	2.6%[11.5 µM]	-2.2	-5.3%	-0.5%	3.2%	-1.4%	-0.3%	-0.8%	7.9%	-2.5
> Cc1ccc(NC(=O)COc2ccc(S(=O)(=O)N3CCOCC3)cc2)cc1
 : 1.0%	0.9%	13.3	-5.2%	2.3%	-1.3%	-0.4%	0.6%	0.2%	6.0%	nt
> Cc1ccc(N2CCN(C(=O)c3cccs3)CC2)c(C)c1
 : 4.9%	-10.2%	-11.8	-1.9%	-8.2%	1.8%	3.3%	-2.1%	-1.1%	-9.4%	-0.4
> COc1ccc(C(=O)CN2C(=O)NC3(CCCc4ccccc43)C2=O)cc1OC (stereo unspecified)
 : 0.3%	-2.3%	0.8	-2.7%	10.0%	6.9%	-0.1%	-2.6%	-0.3%	-2.7%	-0.2
> COc1ccc(/C=C/C(=O)NCc2nc3ccccc3[nH]2)cc1OC
 : -14.4%	-4.3%	17.4	1.3%	0.3%	2.3%	67.4%[activator]	-14.4%	0.1%	2.1%	1.0
> Cc1ccccc1NS(=O)(=O)c1cc(C(=O)N2CCCC2)ccc1C
 : 20.7%	-1.1%	11.4	-2.9%	3.1%	0.0%	-1.5%	1.0%	-0.9%	-14.1%	-6.2
> O=C(NCc1ccco1)c1ccc(Oc2ccccc2)cc1
 : 3.7%	11.2%	9.7	-3.3%	-20.2%	-2.5%	-2.9%	0.5%	2.7%	3.0%	-3.1
> O=C(NC(=S)Nc1cccc2cccnc12)c1ccccc1
 : -28.5%	2.5%	-9.8	-7.6%	?	0.4%	-4.1%	0.9%	-0.2%	?	2.5
> Cc1nnc(C)n1/N=C/c1cccc(Oc2ccccc2)c1
 : 11.9%	-3.8%	-12.1	-0.6%	?	2.2%	-1.9%	-3.4%	0.0%	0.2%	2.5
> CCOC(=O)CN1C(=O)S/C(=C/c2cc(C)n(-c3ccccn3)c2C)C1=O
 : 3.4%	2.1%	2.2	-3.9%	?	0.8%	14.8%	0.3%	0.5%	-10.5%	-12.7
> COc1ccc(C(=O)Nc2nc3ccccc3c(=O)[nH]2)cc1
 : 0.1%	4.9%	-6.5	-6.2%	?	1.3%	-2.5%	-0.3%	-0.1%	13.7%	1.7
> CN(C(=O)CO/N=C/c1ccc(OC(F)F)cc1)C1CCS(=O)(=O)C1 (stereo unspecified)
 : 18.2%	-0.1%	-19.5	-3.2%	-2.2%	-4.0%	-1.0%	-2.6%	0.5%	-0.2%	1.3
> O=C(NCc1ccco1)c1nc2ncccn2n1
 : -4.0%	0.2%	-14.7	-4.3%	nt	nt	1.9%	4.0%	nt	17.1%	2.4
> NC(=S)N=Nc1c(O)n(CC(=O)Nc2ccccc2)c2ccccc12
 : -55.7%[inhibitor]	nt	-0.8	-1.7%	?	1.8%	-1.2%	nt	0.1%	41.0%[activator]	-0.5
> c1ccc2c(CNCCN3CCOCC3)cccc2c1
 : 16.3%	0.1%	-2.7	1.9%	2.7%	-5.2%	2.4%	2.6%	0.4%	0.3%	2.8
> N#C/C(=C\c1ccccc1)C(=O)Nc1ccccn1
 : -3.8%	nt	-11.4	1.5%	1.1%	-1.6%	7.4%	nt	3.2%	-6.2%	1.9
> COc1cc(/C=C/C(=O)O)cc(S(=O)(=O)N2CCN(S(=O)(=O)c3ccc(Cl)cc3)CC2)c1OC
 : 5.5%	nt	-4.4	0.2%	-4.8%	-8.3%	-0.1%	nt	0.6%	17.5%	4.4
> Cc1cc(C(=O)COC(=O)C2=NN(c3ccccc3)C(=O)CC2)c(C)n1CC(F)(F)F
 : 4.5%	0.5%	-4.2	-5.7%	-19.0%	6.2%	1.8%	9.3%	-0.5%	-4.1%	1.2
> O=C(N/N=C/c1cccnc1)c1ccccc1[N+](=O)[O-]
 : -13.0%	1.7%	-23.2	1.6%	-10.2%	1.3%	2.3%	2.0%	-1.4%	-2.4%	3.2
> O=C(NCCc1ccccc1)C(=O)N/N=C/c1ccccc1C(F)(F)F
 : 3.1%	3.1%	8.7	0.9%	-6.1%	0.2%	-2.8%	-1.3%	0.0%	nt	0.4
> C/C(=N/NS(=O)(=O)c1ccc(C)cc1)[C@H]1C[C@@H]1c1ccccc1
 : 26.7%	5.0%	11.4	1.4%	-6.4%	10.1%	-2.9%	-0.2%	0.2%	nt	-0.2
> COc1ccc(S(=O)(=O)N2CCN(C(=O)c3cc4c(s3)CCCC4)CC2)cc1
 : 11.0%	nt	-2.3	-2.4%	-3.2%	-7.0%	0.0%	nt	4.1%	nt	nt
> COc1ccc(Nc2nc(Cl)nc(NCc3ccco3)n2)cc1
 : -2.1%	-1.3%	-14.9	-2.2%	-0.6%	2.6%	-0.4%	-2.0%	-0.3%	-23.1%	0.5
> COC(=O)c1sccc1NC(=O)CSc1ccccc1NC(=O)CNC(C)C
 : 4.9%	-6.6%	-8.3	-0.6%	?	0.9%	1.1%	-2.9%	0.3%	-13.6%	-0.8
> CC1(C)CC(=O)C=C(NCCO)C1
 : -6.1%	2.7%	-17.8	-4.3%	3.8%	0.6%	3.6%	7.2%	-0.7%	4.8%	-2.5
> CCN(CC)C(=O)c1ccc2nc(-c3ccccc3)c(-c3ccccc3)nc2c1
 : 34.6%	-19.0%	-5.0	-1.4%	8.4%	3.8%	19.8%	-1.7%	0.4%	-12.6%	-2.7
> CC1CCC2(CC1)NC(=O)N(CC(=O)Nc1cccc(S(=O)(=O)N3CCCCC3)c1)C2=O (stereo unspecified)
 : 2.0%	nt	-11.7	-8.0%	-2.6%	2.5%	-5.9%	nt	-0.4%	nt	nt
> CN1CCN(C(=O)CCCOc2ccc(Cl)cc2Cl)CC1
 : 13.5%	1.0%	30.4[activator]	-5.2%	-0.9%	6.7%	-2.6%	-0.7%	0.2%	?	5.1
> CCOC(=O)C1=C(COC(=O)COc2ccc(OCC)cc2)NC(=O)NC1C (stereo unspecified)
 : -8.4%	nt	-26.9	-5.8%	4.1%	-18.9%	-1.2%	nt	-0.1%	nt	nt
